# DAX1 inh-1 – DAX1 (NR0B1) inhibitors on StAR promoter, primary screen, cell-based, luminescence, SF-1 (NR5A1), full-length DAX-1 | HEK293T StAR-luciferase reporter, SF-1/DAX-1 repression relief | inhibition, % at 6.8 µM | AID 652010, 2013 | actives 1.1% (n = 370,000);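 active = inhibition above the mean over all tested compounds plus 3 SD, cut at about 3.6% in these data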;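 note: 0% = DAX-1 cells with DMSO and 100% = cells lacking DAX-1 with DMSO; higher inhibition means more luminescence from relief of DAX-1 repression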
# hcDAF12 agonist – H. contortus DAF-12 nuclear receptor activators, primary screen, cell-based, luminescence, HEK293, lit1-tk-luc reporter. activation, % at 6.8 µM. HEK293 hcDAF-12 lit1-tk-luc reporter; 0% DMSO, 100% Δ7-dafachronic acid. actives 1.4% (n = 370,000);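 active = activation above the mean of all tested compounds plus 3 SD, cut at about 5.5% in these data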;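 note: 100% = response to 3 µM Δ7-dafachronic acid high control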
# PLCb3 inh – human PLC-beta3 inhibitors, primary screen, biochemical, fluorescence; 1-phosphatidylinositol 4,5-bisphosphate phosphodiesterase beta-3 (Homo sapiens), Q01970; Purified PLC-beta3, fluorogenic substrate; inhibition, % at 12.2 µM; actives 0.18% (n = 370,000); AID 720704, 2013; in the data active = inhibition above about 11%;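 note: 0% = median of compound wells on plate and 100% = full blocker control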
# DAX1 inh-2 – DAX1 (NR0B1) inhibitors, primary screen, cell-based, HEK293, Gal4-DAX1, luciferase luminescence; Nuclear receptor subfamily 0 group B member 1 (Homo sapiens), P51843; HEK293 Gal4-DAX1 luciferase reporter; inhibition, % at 6.75 µM; actives 0.99% (n = 340,000); AID 504766, 2011;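 active = inhibition above the mean over all tested compounds plus 3 SD, cut at about 4.2% in these data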;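 note: 0% = DAX1-transfected cells with DMSO and 100% = empty-vector control cells with DMSO; inhibition shows as a rise in luminescence from relieved DAX1 repression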
# Target sequence (P51843 207-470 limits assumed): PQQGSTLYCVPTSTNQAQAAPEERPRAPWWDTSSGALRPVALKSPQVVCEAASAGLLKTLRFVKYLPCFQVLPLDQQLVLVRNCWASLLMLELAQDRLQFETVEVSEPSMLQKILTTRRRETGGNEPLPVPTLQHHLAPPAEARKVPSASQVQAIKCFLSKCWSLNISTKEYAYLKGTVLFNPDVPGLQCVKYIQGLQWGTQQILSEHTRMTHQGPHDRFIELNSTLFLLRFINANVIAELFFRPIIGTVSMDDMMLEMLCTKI
# ssDAF12 agonist – S. stercoralis DAF-12 nuclear receptor activators, primary screen, cell-based, luminescence, HEK293, GRIP1 co-expression, lit1-tk-luc; activation, % at 6.8 µM; HEK293 ssDAF-12/GRIP1 lit1-tk-luc reporter; % of 3 µM dafachronic acid response; actives 1% (n = 370,000);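 active = activation above the mean over all tested compounds plus 3 SD, cut at about 0.9% in these data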;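 note: 0% = DMSO-only wells and 100% = 3 µM delta7-dafachronic acid wells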
# GAA850 FXN act – FXN promoter activators, primary screen, cell-based, luciferase luminescence, HEK293 lucGAA850; HEK293 lucGAA850 FXN promoter luciferase reporter, 24 h; percent of 10 µM SAHA response; activation, % at 6 µM; actives 0.56% (n = 360,000);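 active = activation above the average of all compounds screened plus 3 SD, cutoff fixed separately per campaign, cut at about 7.5% in these data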;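 note: 0% = DMSO wells and 100% = 10 µM SAHA wells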
# PLC-gamma1 inh – PLC-gamma1 enzyme inhibitors, primary screen, biochemical, fluorescence, purified enzyme; 1-phosphatidylinositol 4,5-bisphosphate phosphodiesterase gamma-1 (Homo sapiens), P19174; fluorogenic substrate; inhibition, % at 12.2 µM; actives 0.84% (n = 370,000); in the data active = inhibition above about 9.5%
# HGIII-sPLA2 inh – human group III sPLA2 inhibitors, primary screen, biochemical, QFRET, BODIPY PC-A2 liposome substrate | Group 3 secretory phospholipase A2 (Homo sapiens), Q9NZ20 | QFRET BODIPY PC-A2 liposome hydrolysis, fluorescence | inhibition, % at 12.2 µM | actives 0.56% (n = 370,000) | AID 743126, 2013;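 active = inhibition above mean plus 3 SD of compounds lying within the high and low control bounds, cut at about 19% in these data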;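 note: 0% = median of test compound wells and 100% = no enzyme DMSO wells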
# ADAM10 inh – human ADAM10 inhibitors, primary screen, biochemical, QFRET, HTS; recombinant ADAM10, EDANS/DABCYL FRET peptide cleavage, 3 h; inhibition, % at 7 µM; actives 0.62% (n = 370,000); AID 720582, 2013;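 active = inhibition above a per-campaign cutoff equal to the mean of compounds falling between control-based bounds plus 3 SD, cut at about 20% in these data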;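 note: 0% = DMSO wells while the 100% control is not disclosed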
# Target sequence (O14672 214-748 limits assumed): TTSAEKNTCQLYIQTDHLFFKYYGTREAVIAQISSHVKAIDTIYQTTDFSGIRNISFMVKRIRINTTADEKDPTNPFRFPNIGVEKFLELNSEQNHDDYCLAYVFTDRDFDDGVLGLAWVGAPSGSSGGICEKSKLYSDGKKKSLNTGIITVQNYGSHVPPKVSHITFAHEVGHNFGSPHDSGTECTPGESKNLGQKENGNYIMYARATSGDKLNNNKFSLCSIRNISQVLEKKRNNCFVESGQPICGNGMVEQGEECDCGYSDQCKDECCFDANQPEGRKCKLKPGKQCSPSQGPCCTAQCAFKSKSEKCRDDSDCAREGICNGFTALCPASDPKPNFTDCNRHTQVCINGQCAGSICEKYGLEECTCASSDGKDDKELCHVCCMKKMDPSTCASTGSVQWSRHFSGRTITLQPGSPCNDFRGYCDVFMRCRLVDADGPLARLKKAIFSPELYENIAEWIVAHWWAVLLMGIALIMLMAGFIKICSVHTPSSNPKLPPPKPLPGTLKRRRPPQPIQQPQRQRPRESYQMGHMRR
# ADAM17 inh – ADAM17 inhibitors, primary screen, biochemical, QFRET | Disintegrin and metalloproteinase domain-containing protein 17 (Homo sapiens), P78536 | recombinant ADAM17, EDANS/DABCYL FRET peptide cleavage | inhibition, % at 6.95 µM | actives 0.83% (n = 370,000);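 active = inhibition above the mean of compounds lying between control limits plus 3 SD, set per campaign, cut at about 8.5% in these data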;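 note: 0% = DMSO-only wells as the low control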
# hgDAF12 agonist – H. glycines DAF-12 receptor agonists, primary screen, cell-based, luminescence, HEK293, GAL4 fusion, UAS-luciferase | actives 1.8% (n = 370,000) | AID 687014, 2013 | HEK293 GAL4-hgDAF12 UAS-luciferase reporter, agonist luminescence; normalized to butyrate control | activation, % at 6.8 µM;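 active = activation above a cutoff set at the mean of all screened compounds plus 3 SD, cut at about 10% in these data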;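 note: 0% = DMSO wells and 100% = sodium butyrate wells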
# The depositor's hits bear a star; i = inactive; x = no result given.
molecule	DAX1 inh-1	hcDAF12 agonist	PLCb3 inh	DAX1 inh-2	ssDAF12 agonist	GAA850 FXN act	PLC-gamma1 inh	HGIII-sPLA2 inh	ADAM10 inh	ADAM17 inh	hgDAF12 agonist
Cc1[nH]c2ccccc2c1SCC(=O)NNC(=O)Nc1ccc(OC(F)(F)F)cc1	-0.4	-1.1	-8	-0.5	-0.9	-0.1	1	-44	14	7	-0.4
Cc1cc(C)c2nc(SC(C)C(=O)NCC(=O)Nc3ccc(F)c(F)c3F)cc(C)c2c1 (configuration not stated)	0.1	0.2	1	0.7	-1.1	1.7	0	10	-9	-4	-0.7
Cc1nc2ccccn2c(=O)c1NC(=O)c1cccc2ccccc12	-0.9	-1.6	-21	0.8	-0.9	-2.6	-16	6	-25	-6	0.5
Cn1ccnc1SCC(=O)Nc1cccc(S(=O)(=O)N2CCCCC2)c1	0.1	-1.0	-5	1.8	-1.1	1.7	0	-1	-4	0	-1.2
CCCc1nnc(NC(=O)CCC(=O)N2CCC(C)CC2)s1	0.2	-1.0	-7	-0.1	-0.9	0.3	3	3	5	0	-2.4
Cc1csc(NC(=O)c2cc3c(s2)-c2ccccc2OC3)n1	-0.9	0.3	i	-2.0	-0.3	2.4	i	-1	i	-402	4.0
CCOC(=O)CSc1nnc([C@H](Cc2ccccc2)NC(=O)OC(C)(C)C)o1	-0.2	0.1	3	0.5	-1.4	2.9	1	-9	8	0	0.3
CC1=C(C(N)=O)C(c2ccc3c(c2)OCO3)n2nc(-c3cccc(C)c3)nc2N1 (configuration not stated)	3.1	0.5	-20	2.7	-0.6	-0.5	-8	2	-14	-4	3.3
Cc1nc2ccc(S(=O)(=O)CCC(=O)NCCc3ccccc3)cc2s1	-0.5	-0.9	3	x	-0.7	-1.6	0	0	-10	-2	2.8
CC1CCC(C(C)C)C(OC(=O)Cn2c(-c3ccc(F)cc3)[n+](C)c3ccccc32)C1 (configuration not stated)	-3.0	-4.3	1	-2.4	-2.0	-5.7	6	-7	1	2	-4.0
CC(C(=O)c1ccccc1)n1c(N2CCOCC2)nc2c1c(=O)n(C)c(=O)n2C (configuration not stated)	0.1	-1.9	2	-0.1	-1.1	-0.7	4	-7	8	-2	-0.3
CCN(CC(=O)NC1CCS(=O)(=O)C1)S(=O)(=O)c1ccc(Br)cc1 (configuration not stated)	-0.3	-0.5	-7	-0.7	-1.7	-0.7	0	0	-4	-1	0.8
CCN(CC)Cc1c(C(=O)N/N=C/c2cccc3ccccc23)nnn1-c1nonc1N	0.8	0.5	-7	-0.9	-0.5	0.8	-1	-16	2	0	-3.5
Nc1cnccc1C(=O)O	-0.3	-1.6	-63	0.6	-0.9	-0.5	-52	-26	-44	-17	-0.1
O=C(Nc1cccc2ccccc12)NC1CCCCC1O (configuration not stated)	-0.6	-1.0	-4	0.8	-1.1	-0.1	-5	10	-22	-6	-1.3
COc1cc(OC)cc(C(C)=O)c1	-0.7	-1.6	2	3.8	-1.1	1.3	0	5	-13	0	6.5
Cc1ccc2c(CC(=O)N3CCOCC3)coc2c1	0.5	-0.1	-1	0.4	-1.3	3.1	-1	-1	-4	-4	0.8
COc1ccc(-n2c(=O)c3ccccc3n(CC(=O)c3ccccc3)c2=O)cc1OC	-0.1	0.0	-7	-0.9	-1.4	-1.5	1	5	8	-1	-1.3
COC(=O)[C@@]12CCCN1[C@H](c1ccc(-c3ccc(C(C)=O)cc3)c(OC)c1)[C@H]1C(=O)N(C)C(=O)[C@H]12	-0.7	-1.4	-111	1.0	-1.0	-2.4	-89	-2	-30	-12	-2.2
O=C(Nc1nnc(C(F)(F)F)s1)c1ccc(N2C(=O)C3C4C=CC(C4)C3C2=O)cc1 (configuration not stated)	0.6	-1.5	-5	1.8	0.2	1.4	-6	-11	1	2	0.9
COc1ccc(OC)c(C(=O)c2c(C)oc3cc([N+](=O)[O-])c(O)c([N+](=O)[O-])c23)c1	-0.1	-1.4	-3	1.0	-0.4	0.2	5	-15	3	0	-0.1
C/C(=N\OC(=O)c1ccccc1)c1c(C)nc2cc(C)ccn12	-0.5	-1.1	3	-0.3	-1.2	-0.8	-2	0	1	0	1.1
COC(=O)c1cc(NC(=O)CN(C)Cc2ccccc2)cc(C(=O)OC)c1	-0.4	-1.6	-124	-1.2	-2.1	0.3	-88	-4	-339	-130	0.6
COc1ccc(OC)c(S(=O)(=O)N2CCC(C(=O)Nc3cccc(C)c3)CC2)c1	0.0	-0.9	-2	-1.3	-1.6	-0.7	2	-12	6	1	2.7
O=C(c1ccc(CS(=O)c2cccc(Cl)c2)o1)N1CCCCCC1 (configuration not stated)	-4.0	-1.3	0	-0.9	-0.8	0.4	-2	-2	0	-2	0.7
Cc1cc(C)n(CCCNC(=O)c2ccc(C)o2)n1	-1.1	-1.1	-5	-0.2	-0.7	0.5	-3	-2	-11	-12	1.0
CN(Cc1ccccc1Br)C(=O)CSc1nnnn1C1CC1	-1.1	-1.0	-3	0.2	-0.2	1.9	-1	-2	-6	-2	-3.5
CCOC(=O)/C=c1/s/c(=C\c2c(OC)ccc3ccccc23)c(=O)n1CC(=O)NCC1CCCO1 (configuration not stated)	0.1	0.0	i	-0.3	-1.2	-6.1	-459	-29	13	3	-2.6
CCOc1ccc(/C=C/C(=O)NC2CCCCC2)cc1	0.2	1.1	-6	0.4	-0.6	2.0	-2	13	-5	-6	2.0
C/C(=C\c1ccc(Cl)cc1)C(=O)c1c(C)cc(C)[nH]c1=O	-0.2	-0.8	-1	4.5*	-1.1	-0.2	0	-1	-9	-3	3.8
C=CCn1c(COc2ccccc2)nnc1SC(C)C(=O)N/N=C/c1cc(Cl)ccc1O (configuration not stated)	-1.6	-2.9	-66	-0.3	-1.1	-3.6	-57	-18	3	5	-5.9
CC1CN(C(=O)c2ccccc2)CCC1=NO (configuration not stated)	0.2	-0.3	10	x	-1.1	x	0	3	-3	-4	1.5
Cn1cc(CNC(=O)c2cc(-c3ccc(Br)cc3)nc3ccccc23)cn1	-0.1	-1.2	-7	-0.2	-1.5	-0.8	2	-1	-5	-7	1.1
COc1cc(NS(=O)(=O)c2ccc(NC(=O)c3ccc(S(=O)(=O)N4CCCCC4)cc3)cc2)ncn1	1.5	-0.7	4	0.6	-1.9	-0.3	3	1	2	3	-1.0
CCOC(=O)[C@@H]1[C@H]2COc3ccccc3[C@@H]2N2C(=O)N(c3ccc(F)cc3)C(=O)[C@]12C	0.0	-2.6	-64	-0.9	-0.9	-0.8	2	3	-2	-5	0.9
COc1ccccc1NC(=O)NNC(=O)c1ccc2ccccc2c1O	0.8	-0.2	-108	1.1	-0.2	-0.5	-74	30*	-458	-160	2.3
CCCn1cnc2cc(NCc3ccccc3O)ccc21	-0.1	-0.4	-43	1.8	-0.7	3.6	-25	0	-6	-9	0.3
COc1ccc(CNC(=O)[C@@H](NC(=O)C2CCN(C(=O)[C@@H]3CCCN3C(=O)OC(C)(C)C)CC2)C(C)C)cc1	-0.8	-0.3	7	3.0	-1.7	-2.9	3	-1	-9	-2	4.2
C=CCC(C(=O)OC)(C(=O)OC)c1ccc(C(F)(F)F)cc1[N+](=O)[O-]	-0.5	0.0	-9	1.3	-1.8	-1.0	-3	-4	2	-3	0.8
Cc1ccc(SCCCCN2CCOCC2)cc1	0.8	1.3	-4	-0.1	-1.0	0.3	1	0	4	0	1.6
COc1cc(CNc2ncnc3c2ncn3[C@H]2CN(Cc3ccc4c(c3)OCO4)C[C@@H](CO)O2)cc(OC)c1OC	-1.1	-1.1	2	x	-1.2	-2.5	8	-10	-14	-3	-5.2
Cc1cc(C(=O)Nc2nccs2)c2cc(F)ccc2n1	0.7	2.3	-11	0.2	0.3	0.3	-4	4	3	-5	3.5
CCN(CC)C(=S)NC(=O)c1cc(OC)c(OC)c(OC)c1	0.5	-0.9	3	-0.2	-1.3	2.0	5	2	-1	-2	0.9
c1ccc2c(c1)NC(CN1CCOCC1)CO2 (configuration not stated)	0.3	-1.2	2	-0.1	-0.8	-2.1	2	2	-3	-2	1.4
CCCOc1ccc(NC(=O)C2CC(=O)N/C(=N/N=C(C)/C=C/c3ccc(N(C)C)cc3)S2)cc1 (configuration not stated)	-0.1	0.9	-360	-0.8	-0.7	-0.3	-275	-32	9	4	6.0
CC(=O)N1CCN(C(=O)COC(=O)COc2ccc(C#N)cc2)CC1	0.7	0.1	-6	1.0	-0.7	0.8	3	0	-1	-1	1.5
CN1CCN(S(=O)(=O)c2ccc3c4c(cccc24)C(=O)N3)CC1	-0.4	-0.5	i	0.8	-0.9	0.1	i	16	i	-238	0.6
CN(Cc1ccccc1)S(=O)(=O)c1cc2c3c(c1)CCN3C(=O)CC2	0.2	1.4	-5	0.4	-1.0	0.2	-1	-6	1	0	4.1
CCN(CC)C(=O)CC[C@H]1CC[C@]2(CCCN(Cc3ccccc3)C2)O1	1.1	-0.1	1	x	-1.1	x	-1	0	2	0	1.9
Clc1ccccc1/C=C/c1nc(-c2cccnc2)no1	2.8	4.6	-2	2.7	0.8	6.8	0	7	3	-2	8.6
COc1cc(Cl)cc(NC(=O)CCN2CCN(C)CC2)c1	0.8	1.2	2	-0.1	-1.4	1.4	1	-1	1	3	1.3
CCCCn1c(SCC(=O)Nc2ccc(C)c(S(=O)(=O)N3CCOCC3)c2)nnc1C(CC)N(C)C (configuration not stated)	-0.1	-0.6	-1	0.1	-1.4	-7.0	5	-14	5	1	-3.0
CCC(CC)=NNc1ccc([N+](=O)[O-])cc1[N+](=O)[O-]	0.6	0.0	-1	-1.1	-1.6	0.5	2	0	2	1	0.4
CN(C)c1ccc(/C=C/C(=O)c2ccc3c(c2)OCO3)cc1	-0.4	3.1	i	0.8	0.7	-0.5	-442	-8	-9	4	4.8

# From PubChem
